Pf gametocyte – late stage P. falciparum gametocyte viability inhibitors, primary screen, ATP luminescence, HTS; P. falciparum stage V gametocytes, 24 h; inhibition, % at 10.9 µM; 0.065% of 150,000 active;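 active = inhibition above the mean plus 3 SD of compounds within the control limits, set per campaign, cut at about 38% in these data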;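 note: 0% = DMSO wells and 100% = medium only without gametocytes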
RGS4-Gao reg – modulators of RGS4 binding to Galphao, primary screen, biochemical, multiplexed bead flow cytometry; actives lie on both sides; Guanine nucleotide-binding protein G(o) subunit alpha (Homo sapiens), P09471; binding response (% of control), % at 10 µM; 0.33% of 220,000 active; AID 1415, 2008; in the data active = binding response below about 49% or above about 150%; inactive = in between;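 note: fluorescent Galphao activated with aluminum fluoride binding bead-coupled RGS4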
Target sequence (P09471 whole entry, looked up): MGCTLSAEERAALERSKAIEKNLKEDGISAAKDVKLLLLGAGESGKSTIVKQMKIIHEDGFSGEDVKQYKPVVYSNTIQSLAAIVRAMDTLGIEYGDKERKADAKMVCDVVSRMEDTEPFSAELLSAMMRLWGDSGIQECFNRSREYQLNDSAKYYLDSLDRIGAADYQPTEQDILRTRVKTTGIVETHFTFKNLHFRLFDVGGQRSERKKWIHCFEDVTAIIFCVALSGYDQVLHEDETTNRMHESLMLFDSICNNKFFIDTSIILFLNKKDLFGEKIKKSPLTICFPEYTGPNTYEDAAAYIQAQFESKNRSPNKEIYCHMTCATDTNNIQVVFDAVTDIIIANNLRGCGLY
Mcl1-Noxa inh – Mcl-1/Noxa binding inhibitors, primary screen, biochemical, TR-FRET, 1536-well; Induced myeloid leukemia cell differentiation protein Mcl-1 (Homo sapiens), Q07820; TR-FRET Mcl-1/Noxa peptide binding, 2 h; inhibition, % at 21.7 µM; 1.5% of 220,000 active; AID 1022, 2008;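 active = compounds that cut the protein-peptide binding signal by more than 50% relative to plate controls in a single-dose test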;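 note: His-tagged Mcl-1 with rhodamine Noxa BH3 peptide and terbium anti-His antibody; 0% = Mcl-1 plus Noxa peptide wells and 100% = peptide-only wells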
Target sequence (Q07820 whole entry, looked up): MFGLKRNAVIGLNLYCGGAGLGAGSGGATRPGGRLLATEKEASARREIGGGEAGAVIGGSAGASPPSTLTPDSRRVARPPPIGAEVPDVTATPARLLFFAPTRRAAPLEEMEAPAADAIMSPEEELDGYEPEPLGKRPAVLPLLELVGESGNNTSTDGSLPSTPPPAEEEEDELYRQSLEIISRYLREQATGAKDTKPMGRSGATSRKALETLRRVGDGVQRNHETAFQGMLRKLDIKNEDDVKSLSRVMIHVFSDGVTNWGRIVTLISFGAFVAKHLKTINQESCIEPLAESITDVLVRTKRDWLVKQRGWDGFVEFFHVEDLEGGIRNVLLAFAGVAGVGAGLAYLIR
RGS8-Gao reg – RGS8-Galphao binding modulators, primary screen, biochemical, multiplexed bead flow cytometry; actives lie on both sides; response (percent of control binding), % at 10 µM; 0.34% of 220,000 active; AID 1423, 2008; in the data active = response below about 60% or above about 140%; inactive = in between;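 note: Galphao activated as the GDP aluminium fluoride complex binding bead-coupled RGS8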
ABCG2 block – ABCG2 efflux pump inhibitors, primary screen, multiplex with ABCB1, IgMXP3 cells, flow cytometry. AID 1325, 2008. JC-1 efflux. inhibition, % at 6.6 µM. Broad substrate specificity ATP-binding cassette transporter ABCG2 (Homo sapiens), Q9UNQ0. 0.1% of 190,000 active;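 active = inhibition above 80%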;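 note: 0% = DMSO and 100% = nicardipine control wells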
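Measure – % inhibition of efflux relative to nicardipine and DMSO · Test system – ABCG2 IgMXP3 and barcoded ABCB1 CCRF-Adr cell mix · Control set – nicardipine as high control, DMSO as low control · Compound – one concentration, 6.6 µM final · Signal – flow cytometry of retained JC-1 fluorescence · Timing – 10 min exposure at 25 °C with rotation, no wash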
ABCB1 block – ABCB1 efflux pump inhibitors, primary screen, cell-based, multiplex, flow cytometry, ABCG2 counter-screen | ATP-dependent translocase ABCB1 (Homo sapiens), P08183 | CCRF-Adr cells, JC-1 efflux | inhibition, % at 6.6 µM | 0.067% of 190,000 active | AID 1326, 2008; in the data active = inhibition above about 40%;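 note: 0% = vehicle and 100% = reference inhibitor; higher value means more JC-1 retained so stronger ABCB1 efflux block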
GSH fluor – compound fluorescence on glutathione beads, profiling panel, artefact control, biophysical, 488/530 nm, flow cytometry; 0.25% of 190,000 active; GSH beads flow cytometry, compound fluorescence 488/530 nm; active compounds read high; fluorescence (KMESF) at 10 µM; AID 1776, 2009; in the data active = fluorescence above about 89;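 note: glutathione beads carrying GST-tagged Bcl family fusion proteins plus one bare bead set; values are compound well signal with DMSO vehicle wells as background; inactives centre near 16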
Mcl1-Bid inh – Mcl-1/Bid binding inhibitors, primary screen, biochemical, TR-FRET, 1536-well; Induced myeloid leukemia cell differentiation protein Mcl-1 (Homo sapiens), Q07820; 0.97% of 220,000 active; TR-FRET Mcl-1/Bid-Dy647 peptide binding; inhibition, % at 21.7 µM;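 active = compounds that cut the binding signal by more than half at the single screening dose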;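 note: His-tagged Mcl-1 with europium anti-His antibody binding Bid BH3 peptide; 0% = Mcl-1 plus peptide wells and 100% = peptide-only wells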
Bim-Mcl-1 – inhibitors of Bim peptide binding to Mcl-1, primary screen, biochemical, bead-based flow cytometry, multiplex. Bim peptide-Mcl-1 binding. inhibition, % at 10 µM. Induced myeloid leukemia cell differentiation protein Mcl-1 (Homo sapiens), Q07820. 0.1% of 190,000 active; in the data active = inhibition above about 40%;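 note: 0% = no compound tracer wells and 100% = peptide blocker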
RGS7-Gao reg – RGS7-Galphao binding modulators, primary screen, biochemical, multiplexed bead flow cytometry; actives lie on both sides; Guanine nucleotide-binding protein G(o) subunit alpha (Homo sapiens), P09471; binding response (% of control), % at 10 µM; AID 1439, 2008; 0.35% of 220,000 active; in the data active = binding response below about 49% or above about 150%; inconclusive = no clear call, values can overlap the other calls; inactive = in between;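 note: fluorescent Galphao held in activated GDP-AlF4 state binding bead-coupled RGS7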
Avidin fluor – green autofluorescence of compounds with avidin beads – biophysical, 488/530 nm, flow cytometry, artefact control, profiling panel; fluorescence (KMESF) at 10 µM; compound fluorescence 488/530 nm; active compounds read high; 0.38% of 220,000 active; AID 1775, 2009; in the data active = fluorescence above about 47; note: inactives centre near 10
The depositor's hits bear a star; ? = inconclusive; · = not tested or not shown.

SMILES | Pf gametocyte | RGS4-Gao reg | Mcl1-Noxa inh | RGS8-Gao reg | ABCG2 block | ABCB1 block | GSH fluor | Mcl1-Bid inh | Bim-Mcl-1 | RGS7-Gao reg | Avidin fluor
CC1CN(S(=O)(=O)c2ccc(C(=O)Nc3nc(-c4cc5ccccc5o4)cs3)cc2)CC(C)O1 (stereo unspecified) | · | 99 | -18 | 103 | -6 | -0.6 | 11 | -4 | -8 | 99 | 6
O=C(Nc1nnc(-c2ccc(Cl)cc2)o1)C1=COCCO1 | 9 | 105 | 26 | 102 | 0 | 0.0 | 8 | -43 | 0 | 100 | 3
Cc1ccc(S(=O)(=O)N2CCN(C(=O)c3cc4c(C)nn(-c5ccccc5C)c4s3)CC2)cc1 | · | 113 | -13 | 107 | 13 | 8.1 | 9 | -1 | -2 | 110 | 17
O=C(O)CCCNC(=O)/C(=C\c1ccccc1F)NC(=O)c1ccccc1 | · | 98 | 9 | 101 | 1 | -0.1 | 16 | -8 | -5 | 98 | 8
Cc1ccccc1NC(=O)Cc1nnc(NC(=O)Nc2ccccc2F)s1 | -9 | 99 | 8 | 100 | · | · | · | -8 | · | ? | 7
CCCCc1ccc(NC(=O)COc2ccc(C(=O)Nc3ccccc3OCC)cc2)cc1 | · | 98 | 8 | 99 | 3 | 0.6 | 11 | -10 | 0 | 97 | 13
O=C(COc1ccc2ccccc2c1)N1CCN(C(=O)c2ccco2)CC1 | · | 99 | 22 | 101 | 0 | 0.2 | 20 | -14 | -1 | 104 | 6
CCOc1ccc(/C=C2\SC(=S)N(C(C(=O)O)c3ccccc3)C2=O)cc1OC (stereo unspecified) | 5 | 103 | 22 | 104 | · | · | · | 10 | · | ? | 17
O=C(C1=C[C@H](C2CCCCC2)C[C@H](OCCCCO)O1)N1CCN(Cc2ccccc2)CC1 | 0 | 101 | 0 | 102 | 4 | 2.1 | 18 | -2 | 0 | 97 | 6
COC(=O)Cn1c2ccc(OC)cc2c2nc(C)sc21 | -6 | 98 | 7 | 99 | · | · | · | -14 | · | ? | 2
Cc1cccc(Nc2nc3ccccc3n3nnnc23)c1 | -22 | 100 | 3 | 101 | 2 | -0.3 | 16 | -1 | 0 | 98 | 10
COc1ccc(-n2c(Cc3cccn3C)nnc2SCC(=O)NCc2ccccc2Cl)cc1 | · | 97 | -6 | 99 | 11 | 1.7 | 14 | 65* | -1 | 97 | 22
COc1ccc(C2NC(=O)C(C#N)=C(S)N2c2ccccc2)cc1OC (stereo unspecified) | -3 | 103 | 11 | 105 | 1 | 0.3 | 13 | -46 | 0 | 104 | 13
CCn1c2ccccc2c2cc(NC(=O)COC(=O)c3cc(Cl)c(N)cc3OC)ccc21 | 7 | 101 | 24 | 101 | · | · | · | -56 | · | ? | 8
O=C(COc1ccc(S(=O)(=O)N2CCCCC2)cc1)NC1CCCCC1 | 2 | 99 | 8 | 95 | 5 | 0.8 | 38 | -28 | 1 | 101 | 15
S=C(Nc1ccccc1Cl)N(Cc1ccccc1)Cc1cccnc1 | · | 102 | 6 | 104 | 1 | 0.4 | 22 | -21 | 0 | 102 | 10
N=c1ccn(Cc2ccc(Cl)cc2Cl)cc1 | · | 105 | 0 | 102 | 2 | 0.4 | 17 | -40 | 0 | 100 | 3
Cc1onc(C(=O)NCc2ccc(F)cc2)c1[N+](=O)[O-] | · | 100 | 16 | 103 | 10 | 1.4 | 11 | 9 | 12 | 104 | 7
O=C(N/N=C/c1ccc2c(c1)OCO2)C(O)c1ccccc1 (stereo unspecified) | · | 98 | 10 | 97 | 0 | 0.0 | 20 | -31 | -25 | 99 | 2
OCC1CCCCN1CCNCc1cn[nH]c1-c1cccc2ccccc12 (stereo unspecified) | -10 | 104 | 11 | 101 | · | · | · | -27 | · | ? | 6
CCN(CCO)c1ncnc2c1sc1nc(C(C)C)c3c(c12)CC(C)(C)OC3 | 17 | 103 | -27 | 103 | 18 | 4.1 | 11 | -3 | -3 | 97 | 22
O=C(NC1CCS(=O)(=O)C1)/C(=C/c1ccco1)NC(=O)c1ccccc1 (stereo unspecified) | -7 | 106 | 6 | 119 | 1 | 0.3 | 20 | -51 | -1 | 111 | 6
Cc1ccnc(Sc2ccc([N+](=O)[O-])cc2[N+](=O)[O-])n1 | -4 | 105 | 3 | 102 | 10 | 1.6 | 17 | 5 | -4 | 103 | 32
Cc1ccccc1C(=O)N1CCN(c2ccc(NC(=O)c3ccccc3[N+](=O)[O-])cc2)CC1 | -16 | 101 | 5 | 101 | 18 | -0.8 | 16 | -14 | -2 | 102 | 10
Cc1ccc(Nc2nc(C3CC3)cs2)cc1 | · | 97 | 14 | 96 | 2 | 0.4 | 19 | -15 | 0 | 102 | 4

The final 3 entries of the part above are carried over, then new ones follow:
SMILES | Pf gametocyte | RGS4-Gao reg | Mcl1-Noxa inh | RGS8-Gao reg | ABCG2 block | ABCB1 block | GSH fluor | Mcl1-Bid inh | Bim-Mcl-1 | RGS7-Gao reg | Avidin fluor
Cc1ccnc(Sc2ccc([N+](=O)[O-])cc2[N+](=O)[O-])n1 | -4 | 105 | 3 | 102 | 10 | 1.6 | 17 | 5 | -4 | 103 | 32
Cc1ccccc1C(=O)N1CCN(c2ccc(NC(=O)c3ccccc3[N+](=O)[O-])cc2)CC1 | -16 | 101 | 5 | 101 | 18 | -0.8 | 16 | -14 | -2 | 102 | 10
Cc1ccc(Nc2nc(C3CC3)cs2)cc1 | · | 97 | 14 | 96 | 2 | 0.4 | 19 | -15 | 0 | 102 | 4
CC(C)CCn1cnc2c(NCc3ccccc3)ncnc21 | -14 | 100 | 3 | 101 | 1 | 0.0 | 7 | -4 | -3 | 102 | 15
COc1ccc(N/C(=C(/C(Cl)=C(Cl)Cl)[N+](=O)[O-])n2nnc3ccccc32)cc1 | · | 97 | 43 | 100 | 1 | 0.0 | 12 | 91* | 0 | 99 | 7
CCn1ccnc1CN(C)Cc1cn(-c2cccc(C)c2)nc1-c1cccc(F)c1 | 13 | 102 | 11 | 102 | 1 | 1.4 | 13 | 2 | -4 | 98 | 0
COC(=O)c1sccc1NC(=O)/C=C\c1ccc(Cl)cc1Cl | 22 | 96 | 1 | 101 | 1 | 0.2 | 16 | -4 | 0 | 99 | 35
CCOc1ccc(NC(=S)N2CCC(N(C)CCN3CCOCC3)CC2)cc1 | 3 | 92 | 15 | 100 | -4 | -0.6 | 22 | -73 | -1 | 93 | 13
O=C(CSc1nnc(-c2ccc(OC(F)F)cc2)o1)NC(=O)NCc1ccco1 | -23 | 96 | 32 | 100 | 9 | 0.0 | 19 | -19 | -5 | 95 | 24
CCOc1ccccc1N1CCN(S(=O)(=O)c2cccc3nsnc23)CC1 | 14 | 100 | 12 | 103 | 5 | 1.3 | 36 | -11 | -1 | 101 | 16
COc1ccccc1N(CC(=O)NCC1CCCO1)C(=O)CNS(=O)(=O)c1ccccc1 (stereo unspecified) | -16 | 100 | 3 | 100 | · | · | · | -39 | · | ? | 8
CN(C)C(CNC(=O)c1ccc(NC(=O)CC#N)cc1)c1ccccc1 (stereo unspecified) | · | 104 | 47 | 102 | 0 | -0.2 | 17 | 8 | 0 | 101 | 13
COc1ccc(NC(=O)CSc2nnc(C(C)C)n2N)cc1 | 7 | 93 | -27 | 87 | 0 | 0.0 | 7 | -37 | -6 | 95 | 6
COc1ccc(CCn2c(=O)[nH]c3cc(C(=O)N4CCN(c5ccccc5)CC4)ccc3c2=O)cc1OC | -1 | 97 | 3 | 94 | 5 | 2.3 | 10 | -34 | 1 | 90 | 2
O=c1c2c(ncn1CCO)nc1n2CCC1 | · | 92 | -9 | 75 | 13 | 1.0 | 14 | -7 | -1 | 93 | 3
Cc1c(NC(=O)/C(C#N)=C/c2c(N3CCCCC3)nc3ccccn3c2=O)c(=O)n(-c2ccccc2)n1C | 14 | 98 | -2 | 102 | · | · | · | -2 | · | ? | 7
CN(CCC#N)CC(=O)Nc1ccc(NC(=O)CN(C)CCC#N)cc1 | · | 101 | 12 | 106 | -6 | -0.4 | 21 | -12 | 3 | 104 | 7
O=C(CSc1nc2ccccc2c(=O)n1Cc1ccco1)NCCN1C(=O)CSC1=O | -13 | 97 | -14 | 96 | · | · | · | -1 | · | ? | 6
Clc1ccc(-n2nnc(-c3cccnc3)n2)cc1Cl | -8 | 47* | -33 | 53* | 5 | 1.1 | 17 | -3 | 1 | 43* | 2
CN(CC(=O)Nn1cnnc1)S(=O)(=O)c1cc(Cl)ccc1Cl | · | 101 | 10 | 102 | 2 | 1.6 | 28 | -6 | 2 | 99 | 18
COc1cc(NS(=O)(=O)c2ccc(NC(=O)COc3ccccc3Cl)cc2)nc(OC)n1 | 0 | 99 | 1 | 99 | 0 | -0.3 | 15 | -33 | 1 | 97 | 4
CCOCCCn1c(C)nc2c(c1=O)c1nc3ccccc3nc1n2-c1ccc2c(c1)OCCO2 | · | 91 | 9 | 95 | · | · | · | -12 | · | ? | 6
Cc1ccsc1C(=O)OCC(=O)NCc1ccco1 | 9 | 98 | 7 | 102 | 0 | -0.1 | 24 | -29 | -5 | 96 | 13
CC(/C=N\NC(=O)c1cc(C)oc1C)=C\c1ccccc1 | 4 | 93 | 6 | 98 | 10 | 0.8 | 5 | -27 | -1 | 102 | 3
CCOc1ccc(C(C(=O)NC2CCCCC2)N(C(=O)c2ccccn2)c2cccnc2)cc1 (stereo unspecified) | -15 | 97 | 4 | 98 | 3 | 0.8 | 13 | -29 | 32 | 109 | 10
c1ccc2c(N3CCCCC3)nc(N3CCCC3)nc2c1 | -26 | 115 | 16 | 108 | 0 | 1.1 | 35 | -5 | -1 | 104 | 8
CCOc1ccc(-c2cc(CCCC(=O)Nc3cc(OC)ccc3OC)no2)cc1 | -19 | 107 | -17 | 107 | 4 | 0.3 | 17 | -10 | 1 | 107 | 7
COc1ccc2nc(/C=N/NC(=O)[C@H](CCSC)NC(=O)OC(C)(C)C)ccc2c1 | 1 | 98 | -6 | 99 | 1 | 0.4 | 10 | -38 | -1 | 100 | 3
CN1C(C(=O)NCC2CC2)CC2Cn3c(nc4cc5ccccc5cc43)C21 (stereo unspecified) | · | 100 | -1 | 100 | · | · | · | -60 | · | ? | 9
